MT stabilizer = microtubule stabilization, imaging screen | HeLa tubulin immunostaining HCS, 24 h; share of cells brighter than vehicle mean+2SD | % tubulin-high responders, % at 10 µM | 200,000 tested, 0.83% active | AID 2205;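 active = plate Z-score above 3 for both tubulin-high and condensed-nucleus cell shares, with cell loss under 80%, at 10 µM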;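 also: anti alpha tubulin signal scored within the nucleus-defined area of each cell; some results filed as inactive read as strong as hits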
WT yeast gro inh = growth inhibition of WT yeast, mitochondrial fusion screen; mitochondrial fusion phenotypic screen, WT strain; inhibition, % at 10 µM; 190,000 tested, 2.1% active; in the data active = inhibition above about 58%; tested in S. cerevisiae
b-catenin transl = beta-catenin nuclear translocation modulation; HeLa beta-catenin nuclear translocation, immunofluorescence imaging; 190,000 tested, 0.3% active; nuclear translocation activity, % at 5 µM;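 active = nuclear translocation activity above 50% at 5 µM, with a well cell count of 50 or more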;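 also: per-cell ratio of nuclear to cytoplasmic median beta-catenin stain intensity; plate controls were DMSO negative control for no effect and GSK-3 inhibitor IX positive control for full effect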
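Assay system: human HeLa cells, native beta-catenin; doses: 5 µM primary, 0.02–20 µM confirmation; incubation: compound treatment 24 h, 37°C, 5% CO2; technique: fluorescence imaging of beta-catenin antibody stain plus DAPI; measure: % activation, nuclear-to-cytoplasmic median beta-catenin signal ratio per cell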
P. falciparum M1AAP = malaria alanyl aminopeptidase activity blockers – biochemical, fluorogenic H-Leu-NHMec substrate, 1536-well (AID 1445). recombinant M1AAP, H-Leu-NHMec fluorogenic kinetic assay; higher % means a stronger effect. inhibition, % at 30 µM, or IC50 in µM where a hit was titrated. 220,000 tested, 0.42% active;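 active = primary inhibition above the hit cutoff, then over 50% inhibition at one or more dose response concentrations, cut at about 23% in these data, passing the limit was not always enough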;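 also: plate controls were DMSO full reaction for no effect and no enzyme background for full effect; strong numbers were not always called active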
T cell modulator = T cell immune modulators affecting CD8 T cell-vesicle binding. calls only at 7 µM. 330,000 tested, 0.068% active. 2C CD8+ T cell-vesicle binding, flow cytometry; active compounds read low. AID 2052;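 active = response, share of CD8 T cells binding vesicles, and their 90th percentile fluorescence all below set limits, cut at about 80% in these data, passing the limit was not always enough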
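Read-out – percent CD8+ FL2 mean versus row control · System – murine 2C transgenic CD8+ T lymphocytes · Times – 1.5 h cell–vesicle binding at 37 °C, then 20 min icy labelling · Control set – naked vesicles low, QL9 vesicles with vehicle high · Detection – cytometric PE anti-B7-1 and Alexa647 anti-CD8 signals after 1% paraformaldehyde fixation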
Autophagy mod = autophagy modulation, high-content screen; MEF GFP-LC3 puncta imaging; test concentration mostly 10 µM; calls only at 10 µM (by protocol); 190,000 tested, 0.98% active; AID 463193;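 active = percentage of spot-positive cells more than 3 SD above its plate mean, without a fluorescence outlier flag or 80% toxicity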;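 also: spot-positive cell cutoff set from DMSO-treated cells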
Dynein transport = dynein cargo transport inhibition | 3617.4 mouse cells, GR-EGFP nuclear translocation imaging; test concentration mostly 20 µM; stimulated with dexamethasone, 1 µM; active compounds read low | z-score, hits read low | 220,000 tested, 0.47% active | AID 1381;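 active = plate z-score of nuclear minus cytoplasmic receptor signal below a set negative limit, without overly bright fluorescence or cell loss, cut at about -3.5 in these data, passing the limit was not always enough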;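 also: z-score of nuclear minus cytoplasmic ring GR-EGFP intensity difference per well; some compounds called inactive have numbers as strong as hits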
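Also added – dexamethasone, 1.0 µM final · Buffer or medium – tet-free, stripped-serum medium · Schedule – induction 48 h, compound 1 h, agonist 30 min · Detection – formaldehyde fixation, Hoechst nuclear stain, 10x automated fluorescence imaging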
P. falciparum M17LAP = P. falciparum M17LAP inhibitors, primary screen, biochemical, fluorogenic H-Leu-NHMec substrate, 1536-well (AID 1619); inhibition, % at 30 µM; hits with a dose series show IC50 in µM; recombinant M17LAP, H-Leu-NHMec fluorogenic kinetic assay; higher % means a stronger effect; 220,000 tested, 0.38% active;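 active = compound inhibiting the enzyme by more than half at any dose during confirmatory dose-response retesting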;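 also: plate controls were full reaction with DMSO carrier for no effect and no enzyme background for full effect; strong numbers were not always called active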
Yfh1-depleted yeast = mitochondrial function rescue without frataxin homolog – Friedreich's ataxia, plus single-dose screen, dose response (AID 1465); S. cerevisiae Yfh1-off respiration, WST-1 reduction, 72 h; higher fold induction means a stronger effect; fold induction at 50 µM, or EC50 in µM where a hit was titrated; 220,000 tested, 0.074% active;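 active = fold induction of absorbance versus untreated yeast above a set limit, then at least 30% activation at any dose in follow-up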;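 also: activators that raise dye reduction in frataxin-depleted yeast; strong numbers were not always called active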
WT yeast gro inh mutant strain = recorded beside WT yeast gro inh, whose call it bears; inhibition, %; mitochondrial fusion phenotypic screen, mutant strain inhibition
Dynein transport cytoplasmic EGFP = recorded beside Dynein transport, whose call it bears; z-score; measured here: cytoplasmic GR-EGFP intensity; active compounds read high
Dynein transport nuclear GR-EGFP = also measured in Dynein transport; calls as there; z-score; measured here: nuclear GR-EGFP intensity;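 lower value marks the stronger effect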
Dynein transport cell count = further read-out of Dynein transport, marked with its call; z-score; measured here: cell count per field
b-catenin transl cell count 5 µM = also measured in b-catenin transl; calls as there; cell count; measured here: cell count, cytotoxicity flag
T cell modulator vesicle-bound % = further read-out of T cell modulator, marked with its call; double positive events, %; measured here: CD8+ vesicle-bound cell fraction;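 binding gate set so that unloaded-vesicle control wells show 10% double positive cells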
MT stabilizer Hoechst-high % = second read-out of MT stabilizer, no call of its own (marks repeat the call); % Hoechst-high responders; measured here: nuclear condensation Hoechst responders;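 share of cells brighter than vehicle mean plus two SD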
MT stabilizer cytotoxicity % = recorded beside MT stabilizer, whose call it bears; toxicity, %; measured here: cytotoxicity by cell density;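 0% = mean cell density of plate MIN control wells and 100% = no cells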
Autophagy mod cell loss 18 h = recorded beside Autophagy mod, whose call it bears; toxicity, %; measured here: cell loss, nuclei count;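 cell loss after 18 h compound exposure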
* = called active by the depositor; i = inactive; · = not tested or not shown.

SMILES | MT stabilizer | MT stabilizer Hoechst-high % | MT stabilizer cytotoxicity % | WT yeast gro inh | WT yeast gro inh mutant strain | b-catenin transl | b-catenin transl cell count 5 µM | P. falciparum M1AAP | T cell modulator | T cell modulator vesicle-bound % | Autophagy mod | Autophagy mod cell loss 18 h | Dynein transport | Dynein transport cytoplasmic EGFP | Dynein transport nuclear GR-EGFP | Dynein transport cell count | P. falciparum M17LAP | Yfh1-depleted yeast
Fc1cc(Br)ccc1NC(=S)Nc1cccnc1 | 4.0 | 1.8 | 6.8 | 10 | 6 | -4.6 | 1098 | 4% | i | 62 | i | -2 | -0.087 | -0.24 | -0.18 | 0.00056 | -1% | i
CCOC(=O)c1nc(C)n(-c2ccc([N+](=O)[O-])cc2)n1 | 5.1 | 1.8 | 9.1 | -8 | 19 | 0.8 | 1068 | 8% | i | 22 | i | 0 | -0.47 | -0.33 | 0.092 | 0.6 | -3% | i
Cc1ncc([N+](=O)[O-])n1CC(=O)N/N=C/c1ccc(F)cc1 | 2.9 | 2.3 | 9.7 | -9 | 15 | 0.1 | 1166 | 3% | i | 18 | i | -7 | 0.89 | -0.28 | 0.37 | -0.93 | 3% | i
CCOCCCNC(=O)C1CCCN1C(=O)Nc1ccccc1[N+](=O)[O-] (stereo unspecified) | 2.3 | 1.5 | 5.5 | 2 | 3 | 0.9 | 1439 | 1% | i | 25 | i | -1 | 1.4 | -0.29 | 0.68 | -0.42 | 8% | i
CC1(C)C2CCC13CS(=O)(=O)N[C@@H]3C2 (stereo partly specified) | 1.7 | 2.3 | 14 | -11 | -4 | -3.1 | 1103 | 4% | i | 42 | · | · | -1 | -0.2 | -0.23 | 0.3 | 0% | i
CCSC1=C(C#N)C(c2ccc3c(c2)OCO3)C2=C(CCCC2=O)N1 (stereo unspecified) | 6.3 | 2.0 | 3.3 | 6 | 6 | -0.4 | 975 | 5% | i | 49 | i | 0 | 2.6 | -0.27 | 1.3 | -0.93 | -4% | i
COC(=O)c1sc(N)c(C(=O)OC)c1COC(=O)CNS(=O)(=O)c1ccc(C)c(C)c1 | 1.3 | 1.8 | 9.1 | -13 | 17 | 1.9 | 1032 | 2% | i | 57 | i | -9 | 0.13 | -0.23 | 0.38 | 0.29 | 20% | i
COc1ccc2nc(NC(=O)C3CCCO3)sc2c1 (stereo unspecified) | 1.7 | 1.5 | 5.1 | 23 | 14 | 1.7 | 981 | 3% | i | 38 | i | 13 | -0.64 | -0.24 | -0.095 | 0.36 | 10% | i
COc1ccc(CNC(=O)CCS(=O)(=O)Cc2ccc(C)cc2)c(OC)c1 | 4.2 | 1.8 | 9.2 | 20 | 8 | 0.0 | 1076 | 3% | i | 60 | i | -6 | 4.3 | -0.085 | 2.6 | -2 | 2% | i
O=C(NC(Cc1ccc2c(c1)OCO2)C(=O)NC(Cc1ccccc1)C(=O)O)c1ccccc1 (stereo unspecified) | 3.9 | 2.4 | 5.2 | 10 | 15 | · | · | 3% | i | 42 | i | 3 | 1.2 | -0.22 | 0.66 | -0.13 | 20µM* | ·
COC(=O)COc1cccc(NC(=O)c2cccs2)c1 | 3.4 | 1.7 | 2.7 | -4 | -1 | -1.0 | 1063 | -7% | i | 31 | i | -10 | -0.073 | -0.19 | -0.14 | 0.35 | -3% | i
CS(=O)(=O)N1CCCC(C(=O)NCCCN2CCC(Cc3ccccc3)CC2)C1 (stereo unspecified) | 1.6 | 1.0 | 4.9 | 18 | -2 | -1.5 | 1090 | -7% | i | 36 | i | -3 | -0.68 | -0.23 | -0.098 | 0.75 | 1% | i
Cc1ccc(C(=O)NCc2ccco2)cc1S(=O)(=O)N1CCOCC1 | 3.2 | 1.4 | 7.1 | 12 | -1 | -1.5 | 1307 | 3% | i | 37 | i | -4 | 0.21 | 0.42 | -0.39 | -0.11 | 2% | i
O=C(c1ccc(Cl)cc1)c1cnc(-c2ccc(Cl)cc2)s1 | 1.7 | 1.4 | 6.1 | -7 | 8 | · | · | 12% | i | 56 | i | 10 | -0.76 | -0.17 | -0.13 | 0.46 | 6% | i
CCCC(=O)Nc1ccc(Cl)c(NC(=O)c2cccnc2Cl)c1 | 2.9 | 2.1 | 5.0 | 4 | -6 | 0.0 | 1400 | 0% | i | 61 | i | -5 | 1.6 | 0.048 | 0.89 | -1.1 | -2% | i
Cc1ccccc1Nc1nc(-c2ccccc2)c(C(=O)Nc2cccnc2)s1 | 4.1 | 2.7 | 7.1 | 14 | 3 | -1.5 | 1099 | 18% | i | 29 | i | 17 | -0.097 | -0.26 | -0.28 | 0.21 | 8% | i
CSc1sc(C(=O)O)c(C)c1C(C)=O | 2.2 | 1.9 | 3.0 | -3 | -8 | · | · | 3% | i | 32 | i | 2 | 1.1 | -0.24 | 1.2 | 0.92 | 10% | i
COc1cc2[nH]c(=S)n(Cc3ccco3)c(=O)c2cc1OC | 1.4 | 1.3 | 6.0 | 12 | 23 | -0.7 | 1118 | -2% | i | 50 | i | -1 | -0.12 | 0.24 | 0.64 | 0.23 | 1% | i
CCOc1cc(C(=O)NCC(=O)N/N=C/c2sccc2C)cc(OCC)c1OCC | 7.0 | 2.0 | 5.8 | -5 | -5 | -5.0 | 971 | 1% | i | 2 | i | 19 | 0.66 | -0.33 | 1 | -0.29 | -5% | i
O=C(c1ccco1)N1CCN(Cc2cccc(F)c2)CC1 | 2.9 | 2.9 | 6.1 | 17 | -14 | 1.0 | 1160 | -2% | i | 27 | i | -6 | -0.43 | 0.27 | -0.24 | 0.77 | -5% | i
Cc1ccc(-n2c(SCC(=O)Nc3nccs3)nc3c(c2=O)SCC3)cc1 | 4.9 | 2.9 | 9.8 | -1 | -5 | · | · | 0% | i | 34 | i | -15 | -0.66 | -0.14 | -0.11 | 0.092 | 1% | ·
C=CCN(CC=C)CCOc1cccc2ccccc12 | 2.9 | 3.9 | 3.8 | 2 | -5 | 1.4 | 509 | 0% | i | 18 | i | -5 | -0.66 | -0.28 | -0.79 | 1.1 | 6% | i
Cc1nc2ccc(NC(=O)N3CCN(c4ccccn4)CC3)cc2s1 | 3.3 | 0.7 | 24 | -2 | 3 | -1.9 | 1221 | 3% | i | 26 | i | -8 | -0.67 | -0.26 | -0.3 | -0.3 | 9% | i
CC(C)(C)Cc1nc(-c2ccccn2)no1 | 3.0 | 1.8 | 4.9 | 14 | 5 | 0.1 | 1105 | 2% | i | 29 | i | 3 | -1.5 | 0.26 | -0.83 | 0.63 | -4% | i
COc1ccc(N2C(=O)CSC2c2ccc3c(c2)OCO3)c(OC)c1 (stereo unspecified) | 3.4 | 2.4 | 0.7 | 10 | -2 | -0.2 | 1136 | 8% | i | 50 | i | 5 | -1.4 | -0.14 | -0.15 | 0.081 | -3% | i
COc1cc(S(=O)(=O)N2CCCCCC2)c(OC)cc1Br | 4.9 | 2.9 | 5.3 | 11 | 3 | -2.5 | 1172 | 12% | i | 50 | i | 4 | 0.57 | -0.081 | 0.34 | -0.021 | -7% | i
CC(=O)Nc1sc(C)c(C)c1C(=O)OCC(=O)Nc1cc(S(C)(=O)=O)ccc1Cl | · | · | · | · | · | -0.8 | 1071 | 1% | i | 43 | · | · | -0.29 | -0.28 | -0.39 | 1.2 | -5% | i
CC(NC(=O)NCCCC(=O)O)(C(F)(F)F)C(F)(F)F | 1.3 | 1.4 | 3.0 | -27 | -17 | · | · | 0% | i | 10 | i | -12 | 0.22 | -0.22 | 0.21 | 0.32 | 2% | i
COc1cccc(CNC(=O)CCC2CCCN(C(=O)c3ccoc3C)C2)c1 (stereo unspecified) | 0.6 | 1.4 | 0.4 | 13 | 15 | -0.6 | 1058 | 1% | i | 46 | i | 22 | 0.095 | -0.27 | 0.21 | -0.12 | -3% | i

A draw from above in order of heavy-atom count, highest first.
SMILES | MT stabilizer | MT stabilizer Hoechst-high % | MT stabilizer cytotoxicity % | WT yeast gro inh | WT yeast gro inh mutant strain | b-catenin transl | b-catenin transl cell count 5 µM | P. falciparum M1AAP | T cell modulator | T cell modulator vesicle-bound % | Autophagy mod | Autophagy mod cell loss 18 h | Dynein transport | Dynein transport cytoplasmic EGFP | Dynein transport nuclear GR-EGFP | Dynein transport cell count | P. falciparum M17LAP | Yfh1-depleted yeast
CC(=O)Nc1sc(C)c(C)c1C(=O)OCC(=O)Nc1cc(S(C)(=O)=O)ccc1Cl | · | · | · | · | · | -0.8 | 1071 | 1% | i | 43 | · | · | -0.29 | -0.28 | -0.39 | 1.2 | -5% | i
Cc1nc2ccc(NC(=O)N3CCN(c4ccccn4)CC3)cc2s1 | 3.3 | 0.7 | 24 | -2 | 3 | -1.9 | 1221 | 3% | i | 26 | i | -8 | -0.67 | -0.26 | -0.3 | -0.3 | 9% | i
COc1cc(S(=O)(=O)N2CCCCCC2)c(OC)cc1Br | 4.9 | 2.9 | 5.3 | 11 | 3 | -2.5 | 1172 | 12% | i | 50 | i | 4 | 0.57 | -0.081 | 0.34 | -0.021 | -7% | i
